Bioassay records: PubChem BioAssay, The Scripps Research Institute Molecular Screening Center
FBW7 activator = activators of human E3 ligase FBW7. 650,000 tested, 0.13% active. normalized activity (activation), % at 26.1 µM. AID 1259310. Q969H0. AlphaScreen FBW7–phospho-cyclin E peptide binding, activator screen; in the data active = normalized activity above about 1.9%;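 also: purified mutant Fbw7 with reduced substrate affinity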
Target sequence (Q969H0 whole entry, looked up): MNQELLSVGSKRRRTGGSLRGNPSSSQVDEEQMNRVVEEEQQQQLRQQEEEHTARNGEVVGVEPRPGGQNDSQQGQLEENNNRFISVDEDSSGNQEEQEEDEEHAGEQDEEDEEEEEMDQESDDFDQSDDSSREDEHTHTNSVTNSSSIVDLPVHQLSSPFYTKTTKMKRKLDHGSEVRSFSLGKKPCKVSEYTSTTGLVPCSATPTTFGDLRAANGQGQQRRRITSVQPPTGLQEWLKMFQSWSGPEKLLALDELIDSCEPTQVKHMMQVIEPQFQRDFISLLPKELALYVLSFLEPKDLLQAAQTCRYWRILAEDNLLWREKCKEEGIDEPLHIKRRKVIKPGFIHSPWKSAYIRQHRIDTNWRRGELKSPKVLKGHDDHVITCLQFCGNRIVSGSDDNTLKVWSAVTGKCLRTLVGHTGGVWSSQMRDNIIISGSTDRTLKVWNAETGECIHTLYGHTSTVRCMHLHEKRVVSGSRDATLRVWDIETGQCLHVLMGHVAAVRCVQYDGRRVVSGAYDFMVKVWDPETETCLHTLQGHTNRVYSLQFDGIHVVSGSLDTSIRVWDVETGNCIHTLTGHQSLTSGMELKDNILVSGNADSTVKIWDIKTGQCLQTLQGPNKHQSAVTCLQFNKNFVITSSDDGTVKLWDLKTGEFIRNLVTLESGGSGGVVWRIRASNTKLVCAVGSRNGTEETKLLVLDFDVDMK
GPR151 activ = activators of human GPR151; Q8TDV0; PathHunter beta-arrestin GPR151 cells, luminescence; activation, % at 11.2 µM; 650,000 tested, 1% active; AID 1508602; in the data active = activation above about 4.9%;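 also: 0% = median of compound wells and 100% = cells with positive control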
MITF inh = human MITF inhibition, primary screen | inhibition, % at 2.6 µM | 650,000 tested, 0.91% active | AlphaScreen MITF homodimerization, bead proximity signal | O75030; in the data active = inhibition above about 50%;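 also: 0% = vehicle wells with protein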
TEAD-YAP inh = TEAD-YAP interaction inhibition; HEK-TIYL cells, TEAD-Gal4/YAP UAS-luciferase luminescence; 640,000 tested, 1.4% active; inhibition, % at 9.12 µM; in the data active = inhibition above about 32%;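 also: 0% = median of test compound wells and 100% = reference inhibitor wells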
Starred values were filed as active, the others as inactive; . = no result given.

SMILES	FBW7 activator	GPR151 activ	MITF inh	TEAD-YAP inh
COCCNC(=O)/C(=C/c1ccco1)NC(=O)c1ccc(OC)cc1	-0.2	1.0	-4	-5
CCc1cccc(CC)c1NC(=O)CSc1nc2ccc(NC(=O)/C=C/c3ccccc3)cc2s1	-0.1	-0.2	-4	1
Cc1cccc(Nc2nnc(SCC(=O)N(C)C3CCS(=O)(=O)C3)s2)c1C (stereo not given)	0.0	-0.2	-9	-3
COc1ccc(CC(=O)Nc2cccc3c2C(=O)c2ccccc2C3=O)cc1OC	-0.1	-1.6	-7	5
NC(=O)NC(=O)COC(=O)c1cccc(S(=O)(=O)NCc2ccccc2)c1	0.5	1.5	12	1
O=C(CN1C(=O)c2ccc(Br)cc2C1=O)OCc1ccccc1	0.1	0.1	2	-6
O=c1/c(=C/c2ccc([N+](=O)[O-])cc2)sc2n1C(c1ccccc1)C(c1ccccc1)=NN=2 (stereo not given)	0.0	0.6	8	5
O=C1N/C(=C\c2ccccc2Cl)C(=O)N1Cc1ccc(Cl)cc1	-0.3	-0.5	7	7
Cc1ccccc1C(=O)Nc1cc(Cl)c(Cl)cc1Cl	0.0	1.0	-7	1
COc1ccc(-c2cnc(N3CCOCC3)c3nccn23)cc1	0.4	0.4	15	-16
CCOc1ccc(S(=O)(=O)N(CC(=O)NC2CCCC2)c2ccccc2)cc1	0.2	-2.0	13	0
CCSCCOC(=O)C1=C(C)NC2=C(C(=O)CC(c3cccs3)C2)C1c1ccccc1F (stereo not given)	0.1	-1.4	-8	17
CCN1C(=O)/C(=C/c2cc(OC)c(OCC(=O)O)cc2Br)SC1=S	-0.1	0.9	4	8
CC(c1nc2ccccc2c(=O)[nH]1)N1CCOCC1 (stereo not given)	-0.1	0.5	-16	-7
Cn1c(SCC(=O)N2CCOCC2)nnc1-c1c[nH]c2ccccc12	0.7	-0.4	8	13
O=C(CN1CCCC1)Nc1ccc(C2CCCCC2)cc1	0.1	0.2	11	0
O=C(Nc1ccc2oc(-c3ccccc3F)nc2c1)c1ccc(Br)o1	0.7	-2.4	-3	-31
Cc1cc(C(=O)Nc2ccccc2C(=O)O)ccc1NC(=O)CC(C)C	0.7	-1.4	12	15
O=S(=O)(c1cccs1)N1CC2CCCN2c2ccc(C(F)(F)F)cc21 (stereo not given)	-0.1	1.7	2	3
CCOc1ccc(NC(=O)c2ccc(Br)cc2F)c([N+](=O)[O-])c1	0.2	-0.1	12	-8
O=C(c1nc2ccccn2c1CN1CCOCC1)N1CCN(C2CCCCC2)CC1	0.1	-0.2	13	-1
COc1ccccc1C(=O)NCCn1cc(SCC(=O)Nc2ccccc2)c2ccccc21	0.5	1.0	11	1
O=C(c1cc2nc(C3CC3)cc(C(F)(F)F)n2n1)N1CCc2c(nc[nH]c2=O)C1	-0.3	0.0	7	-3
CCn1c(=O)c2ccc(S(N)(=O)=O)cc2n(CC)c1=O	-0.1	3.6	2	-8
Cc1cc(C(=O)N(Cc2cc3cccc(C)c3nc2N(C)C)CC2CCCO2)c(=O)[nH]c1C (stereo not given)	0.0	-1.1	10	-1
Cc1ccc(C)c(Cn2c(C(=O)O)c(CNCc3ccccc3)c3ccccc32)c1	0.0	-0.2	9	1
Clc1cc(/C=N/n2cnnc2)cc(Cl)c1OCCOc1ccccc1	0.0	0.0	13	-21
CCOC(=O)CN1C(=O)c2ccc(C(=O)OCC)cc2C1=O	0.1	0.4	9	5
COC(=O)C1=C(C)NC(=O)NC1c1cc(OC)c(OCC(=O)O)cc1Br (stereo not given)	0.1	0.0	0	-4
O=C(O)C1C2CC2CN1C(=O)c1ccc(Cl)cc1 (stereo not given)	-0.1	0.9	3	5
CCOC(=O)c1c(C)oc2c1cc(NS(=O)(=O)c1ccc(CC)cc1)c1ccccc12	1.0	2.7	2	5
O=C(O)CCc1ccc(-c2cnc3ccc(NCc4ccco4)nn23)cc1	0.1	-0.8	-5	-3
CCCCC(=O)N(C)c1nnc(C23CC4CC(CC(C4)C2)C3)s1	0.1	4.7	-22	-4
C/C(=N/NC(=O)CNC(=O)c1ccccn1)c1ccc2c(c1)OCCO2	0.0	0.4	6	-4
CCc1nccn1S(=O)(=O)c1cc(Br)ccc1OC	-0.1	-0.2	-2	6
O=C(c1cc(COc2ccccc2)on1)N1CC=C(c2ccccc2)CC1	0.0	-0.2	-5	-16
CC(=O)Cn1c(=O)c2c(nc3n(-c4cccc(Cl)c4)c(C)cn23)n(C)c1=O	-0.1	-0.5	4	-2
C1=C(c2ccc(N3CCOCC3)cc2)Nc2nnnn2C1c1cccc2ccccc12 (stereo not given)	0.1	1.3	-5	4
CCOCCOC(=O)c1ccc(NC(=O)c2cc(OC)c(OC)c(OC)c2)cc1	0.2	-1.1	5	6
COc1ccc(-n2nc(C(=O)Nc3nc4ccc(OC)cc4s3)c3ccccc3c2=O)cc1	0.0	-0.9	0	2
COc1ccc(SCCC(=O)Nc2nc3c(s2)CC(C)CC3)cc1 (stereo not given)	0.7	1.8	-3	11
COCC1=C(C(=O)OC)C(c2ccco2)C(C#N)=C(N)O1 (stereo not given)	-0.2	-1.3	-7	-5
CCCCC1(C)OC(=O)C(=Cc2cc3c(cc2[N+](=O)[O-])OCO3)C(=O)O1 (stereo not given)	-0.1	-0.9	8	-1
Cc1cccc(NC(=O)c2cnccn2)c1C	-0.1	-0.6	7	1
O=C(COC(=O)COc1ccccc1F)Nc1ccc(F)cc1	0.0	-1.2	3	3
N#CC1=C(N)C(C#N)(C#N)C2(C(=O)Nc3ccccc32)C2CCCC=C12 (stereo not given)	0.5	-0.4	20	7
CCOc1ccc(NC(=O)CCC(=O)N/N=C(\C)c2ccc(O)cc2O)cc1	-0.1	-1.9	0	-5
CCN(CC)c1ccc(C=C2C(=O)NC(=S)NC2=O)cc1[N+](=O)[O-]	-0.6	1.4	8	-2
CCOC(=O)c1c(NC(=S)NCc2ccccc2)sc2c1CC(C)(CC)OC2 (stereo not given)	-0.3	1.2	-1	0
O=C(c1c(F)cccc1F)N1CCC(c2nnc(-c3ccco3)o2)CC1	0.1	0.4	2	2
O=Cc1ccccc1OCc1ccc(Br)cc1	0.5	0.7	22	-22
COc1ccccc1-c1coc2cc(OCC(=O)OC(C)C)ccc2c1=O	-0.1	-0.4	-2	-2
COc1ccc(N2CCN(C(=O)CCC3CCCC3)CC2)cc1	-0.2	-0.6	2	-1
CN1CSC2=C(C#N)C(c3ccccc3)CC(=O)N2C1 (stereo not given)	-0.1	0.1	-1	3
Cc1csc(S(=O)(=O)N2CCCC(CNC(=O)c3ccco3)C2)c1 (stereo not given)	0.0	-0.1	12	0
Cc1cc(NC(=O)CSc2nnc3c4c(C)c(C)sc4ncn23)no1	-0.1	-0.4	0	7
CCCNC(=O)c1ccc(Cl)c(S(=O)(=O)N2CCOCC2)c1	0.0	0.7	-2	-10
C/C(N)=C(/C#N)C(=O)COC(=O)c1ccccc1N=Nc1ccc(N(C)C)cc1	0.0	0.7	14	-49
COc1ccc(Cl)cc1NS(=O)(=O)c1coc(C(N)=O)c1	0.1	-0.7	1	3
COc1ccc(NC(=S)Nc2cnc3ccccc3c2)c(OC)c1	-0.2	0.3	-11	-4
Carrying on:
SMILES	FBW7 activator	GPR151 activ	MITF inh	TEAD-YAP inh
O=C(CN1C2=NCCCN2c2ccccc21)c1ccc(Br)cc1	-0.2	0.1	-3	-1
N#CCCCSc1nnc(Cc2ccc3c(c2)OCO3)o1	0.0	-0.7	-9	-4
O=C(c1cc(-c2ccc(Br)cc2)on1)N1CCOCC1	0.0	0.4	-13	-37
CCC(=O)Oc1cc2c(C)cc(=O)oc2cc1Cl	0.1	0.4	-4	-6
CCOC(=O)C1=C(C)NC(=O)CC1c1cccc([N+](=O)[O-])c1 (stereo not given)	-0.1	-0.1	-3	7
COc1ccc(OC)c(NC(=O)Cc2ccc(C)cc2)c1	-0.2	-1.5	-1	7
CCc1ccccc1NC(=O)CC(NCc1ccco1)C(=O)O (stereo not given)	0.1	-0.9	0	1
CC1CN(C(=O)c2c(NC(=O)c3ccccc3F)sc3c2CCC(C(C)(C)C)C3)CC(C)O1 (stereo not given)	-0.1	-0.4	-25	9
CCOc1ccccc1NC(=O)c1cc2c(CO)cnc(C)c2oc1=N	-0.1	0.4	-6	-6
Cc1cc(C)nc(SCNC(=O)c2ccccc2)n1	0.2	-0.6	1	-3
CC(C)OCCCNC(=O)C1(c2ccc(F)cc2)CC1	0.1	0.6	3	13
O=c1c2ccccc2nc(/C=C\c2cc(Br)ccc2O)n1-c1cccc2ccccc12	-0.1	0.3	2	-8
Nc1ncc(Br)cc1S(=O)(=O)N1CCC(N2CCCCC2)CC1	0.1	-1.2	10	-6
O=C(NCc1cccnc1)C1c2ccccc2C(=O)N1C1CCCCCCC1 (stereo not given)	-0.2	-1.1	-13	-9
Cc1cc2c(c(-c3ccccn3)c1)OC(CNC(=O)CC1CC1)C2 (stereo not given)	0.1	0.1	3	-4
C[C@H]1Cc2c(COc3ccccc3)nc3c(c2CO1)CN(C(=O)c1cccnc1)CC3	0.0	-1.6	-10	.
O=C(COC(=O)CNC(=O)C1CCCCC1)Nc1ccc(OC(F)(F)F)cc1	0.0	-0.2	-5	3
Cc1[nH]c(C(=O)NN)c(C)c1C(=O)NC1CCCCC1	-0.1	1.8	0	3
O=C(COC(=O)CNC(=O)c1cccc([N+](=O)[O-])c1)Nc1ccccc1C(F)(F)F	-0.2	-1.3	5	0
Cc1ccc(NC(=O)CSc2ncnc3c2sc2ccccc23)cc1C	-0.2	-0.4	-2	-5
O=C(Nc1ccc(NC(=O)C23CC4CC(CC(C4)C2)C3)cn1)c1ccco1	0.2	-1.0	-13	-2
CC(Nc1cc(-c2cccnc2)nc(-c2ccncc2)n1)c1ccccc1 (stereo not given)	0.1	-1.1	10	-9
